B2AR arrestin – recruits beta-arrestin to the human beta2-adrenergic receptor; beta-arrestin recruitment to beta2AR, cell-based reporter; Potency, µM (series often up to 46.1 µM), for the others: at the top dose activation, actives largely listed as activators; 0.02% of 330,000 active; AID 492947;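 also: potency is read from the fitted curve at half-maximal effect; 0% = DMSO controls and full agonism = EC100 isoproterenol or metaproterenol; nearly all actives have a fitted effect of over 65% in size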
Target sequence (P07550 whole entry, looked up): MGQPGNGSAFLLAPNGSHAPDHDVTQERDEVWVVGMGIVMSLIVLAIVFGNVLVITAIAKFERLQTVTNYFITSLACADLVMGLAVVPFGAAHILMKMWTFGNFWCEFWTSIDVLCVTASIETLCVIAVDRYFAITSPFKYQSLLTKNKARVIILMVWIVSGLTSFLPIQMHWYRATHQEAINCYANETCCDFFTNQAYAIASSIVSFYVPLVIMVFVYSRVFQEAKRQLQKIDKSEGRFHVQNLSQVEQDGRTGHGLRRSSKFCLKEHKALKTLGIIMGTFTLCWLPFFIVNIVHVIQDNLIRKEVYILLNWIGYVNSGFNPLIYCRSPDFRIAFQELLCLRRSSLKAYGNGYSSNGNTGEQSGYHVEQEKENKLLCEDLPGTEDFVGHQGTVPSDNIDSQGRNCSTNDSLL
a7 integrin act – integrin-mediated muscular dystrophy alleviation activation. alpha7betagal myoblasts, beta-gal FDG fluorescence, 48 h. Potency, µM (series often up to 38.3 µM), for inactives: at the highest dose activation, most hits filed as activators. 0.064% of 350,000 active;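 also: potency is read from the fitted curve at half-maximal effect; 100% = response of the positive control SU9516; nearly all actives have a fitted effect of over 60% in size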
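alpha7betagal+/- myoblasts (passage 13, 250/well) treated 48 h at 37C with compounds at 1:260 dilution of DMSO stock. Lysed, then beta-galactosidase activity read as FDG fluorescence (ex 480/em 540) after 30 min, with pre-read for autofluorescence.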
AT treatment – candidate therapy for ataxia-telangiectasia; […] A-T fibroblasts, KAP-1 phosphorylation AlphaLISA; neocarzinostatin DNA damage 30 min before lysis; 0.19% of 320,000 active; Potency, µM (top dose mostly 57.5 µM), for the others: at the top dose activation, most hits filed as activators; AID 485349; also: potency is read from the fitted curve at half-maximal effect; % of control where 0% means no effect; nearly all actives have a fitted effect of over 45% in size
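ATM-like activity read as KAP-1 phosphorylation via AlphaLISA donor/acceptor antibody pairs after lysis and 6 hr at 25C. Cells were ATM-null patient fibroblasts ([…], hTERT), dosed 60 min, then exposed to the DSB inducer NCS for 30 min.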
TRPV1 ag – activates the human vanilloid receptor TRPV1; Q8NER1; TRPV1-expressing cells, Fluo-8 calcium influx, agonist mode; activation, % at 8.33 µM; 0.19% of 320,000 active; in the data active = activation above about 80%; inconclusive = between about 30% and that limit; also: 0% is about no effect
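Fluo-8 calcium influx in TRPV1-expressing cells, kinetic read (ex 480/em 520 nm). Compound added and read 3 min for agonist activity, followed by capsaicin at EC20 final and 2 min further read for enhancement.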
TSG101-PTAP inh – blocks PTAP/TSG101 interaction to inhibit HIV-1 budding; Q99816; Fluorescence polarization, FITC-PTAP peptide / Tsg101 binding; Potency, µM (highest dose often 115 µM), for inactives: top-dose activity change, negative = inhibition, most hits filed as inhibitors; 340,000 tested, under 10 active; active = well fitted inhibition curve with a large enough effect in the main read-out, with a control signal flat, not every such curve was filed as active; inconclusive = small, poorly fitted or top-dose-only effect, or effect the other way, or a change in a side signal; inactive = no such curve, though single readings can be large or run the other way; also: potency is read from the fitted curve at half-maximal effect; % of control where 0% means no effect
Target sequence (Q99816 whole entry, looked up): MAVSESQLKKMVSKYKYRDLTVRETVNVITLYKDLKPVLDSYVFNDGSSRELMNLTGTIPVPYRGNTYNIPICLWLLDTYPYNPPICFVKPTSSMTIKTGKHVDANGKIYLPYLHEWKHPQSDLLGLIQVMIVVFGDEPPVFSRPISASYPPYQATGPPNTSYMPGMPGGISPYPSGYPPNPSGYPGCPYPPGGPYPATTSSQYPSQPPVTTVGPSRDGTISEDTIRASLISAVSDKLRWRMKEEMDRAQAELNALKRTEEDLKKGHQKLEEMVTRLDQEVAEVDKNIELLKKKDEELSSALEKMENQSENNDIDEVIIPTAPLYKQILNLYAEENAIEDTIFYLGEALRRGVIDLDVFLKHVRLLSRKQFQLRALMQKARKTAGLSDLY
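Steps: Tsg101 binding domain dispensed (10 uM final), compounds pinned in DMSO, FITC-labeled PTAP-motif peptide added (50 nM final); after 20 min binding at room temperature, polarization measured.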
MLL CXXC-DNA inh – inhibitors of human MLL CXXC domain-DNA interaction | AID 2662 | MLL-CXXC / FITC-HOXA9 DNA fluorescence polarization | Potency, µM (titrated, usually from 115 µM), for the others: top-dose activity change, negative = inhibition, hits mostly inhibitors | 0.037% of 290,000 active | Q03164; active = well fitted inhibition curve with a large enough effect in the polarisation, with a control signal flat, not every such curve was filed as active; inconclusive = small, poorly fitted or top-dose-only effect, or effect the other way, or a change in a side signal; inactive = no such curve, though single readings can be large or run the other way; the % refers to the polarisation; also: potency is read from the fitted curve at half-maximal effect
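Fluorescence polarization: 7 uM MLL-CXXC (stock) preincubated 5 min with compounds, then 50 nM fluorescein-HOX-A9 DNA (stock) added; 30 min ambient. Buffer 50 mM Tris-HCl pH 7.5, 50 mM NaCl, 1 mM DTT, 0.05% BSA.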
p53 reactivation – mutant p53 re-activation in reporter cells | Potency, µM (doses to about 92.2 µM), without a hit: top-dose activity change, positive = activation, hits mostly activators | AID 504706 | 0.063% of 320,000 active | H1299 p53-A138V BP100-luciferase reporter, luminescence, 24 h; also: potency is read from the fitted curve at half-maximal effect; % of control where 0% means no effect; nearly all actives have a fitted effect of over 45% in size
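H1299 (p53-null), stable ts p53-A138V + BP100-Luc; 1000 cells/well, Opti-MEM/10% FBS; cpd 4 pt, 1:5; 24 h, 37 deg C, 5% CO2; detection reagent 10 min RT; luminescence.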
ELG1 repair inh – inhibitors of ELG1-dependent DNA repair in HEK293T cells; 2.3% of 330,000 active; Potency, µM (top dose mostly 46.1 µM), for inactives: at the highest dose activity change, negative = inhibition, hits mostly inhibitors; AID 504467; HEK293T ELG1-luciferase reporter, luminescence, 16 h; DNA damage induced by 5-fluorouridine; also: potency is read from the fitted curve at half-maximal effect; % is scaled to controls: 0 for no effect and ±100 for the full control effect; nearly all actives have a fitted effect of over 55% in size
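5-Fluorouridine DNA damage + compound/DMSO, 2,000 cells/well, 16 h, 37 °C/5% CO2. ONE-Glo, 30 min RT, luminescence. Readout = decrease in reporter signal.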
TCR act – activates T cell receptor signaling; primary human leukocytes, anti-CD3, IL-2 HTRF, 48 h; Potency, µM (doses to about 9.22 µM), inactives show at the top dose activation of IL-2 secretion, actives largely listed as activators; 330,000 tested, under 10 active; AID 504894; also: % of control where 0% means no effect
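HTRF read-out of IL-2 secretion: europium cryptate donor excited at 320nm, d2 acceptor emission at 665nm. Cells were primary human leukocytes incubated 48 hr with compounds and a-CD3 beads, supplying TCR signal only.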
BRCA1 expr act – increases BRCA1 expression. Potency, µM (series often up to 46.1 µM), inactives show at the top dose activation, hits mostly activators. MCF7-BRCA1-FFLuc reporter, luminescence, 48 h; response scale: scaled: vehicle 0%, 10 µM genistein 100%. 1.1% of 380,000 active. AID 624202; also: potency is read from the fitted curve at half-maximal effect; nearly all actives have a fitted effect of over 80% in size; some results filed as inactive show a strong effect at the top dose
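Reporter cells (MCF7, BRCA1 promoter-firefly luciferase) received library compounds across a concentration series for 48 h. End-point luminescence was measured and concentration-effect curves derived after normalization.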
The depositor's hits bear a star; ? = inconclusive; / = not tested or not shown; [ ] = dose if it differs, or a comment. Unless noted, calls follow the shape of the dose curve; as a rule, active = well fitted curve in the direction sought with a large enough effect; inconclusive = small, poorly fitted or top-dose-only effect, or another doubt; inactive = no such curve, though single readings can be large; an effect the other way counts as inactive or inconclusive. Rows were taken by chance (roughly 3.8% active in at least one column).

smiles	B2AR arrestin	a7 integrin act	AT treatment	TRPV1 ag	TSG101-PTAP inh	MLL CXXC-DNA inh	p53 reactivation	ELG1 repair inh	TCR act	BRCA1 expr act
COc1ccc(N(C(C)C(=O)Nc2cccnc2)S(C)(=O)=O)cc1 (centres undefined)	-0.6%	-21%	-4%	2	1%	-5%	1%	11%	-5%	1%
Cc1cc(C(F)(F)F)nn1CC(=O)NNC(=S)NCC(C)C	0.1%	0%	0%	2	-5%	-25%	0%	4%	-4%	1%
O=C(NNc1ccccc1)C(=O)NNc1ccccc1	/	-11%	/	/	-5%	/	/	/	3%	4%
Nn1cnnc1N/N=C/c1cccc(Cl)c1Cl	0.6%	15%	-9%	1	0%	0%	-10%	-21%	-2%	-27%
O=C(NC1CC1)C1CC(=O)N(c2cccc(Cl)c2)C1 (centres undefined)	-0.4%	5%	6%	-3	0%	-5%	9%	8%	5%	-4%
CCOC(=O)Cc1csc(NC(=O)c2ccc(N3CCOCC3)cc2[N+](=O)[O-])n1	0.3%	-19%	1%	4	-1%	/	0%	?	5%	-8%
S=c1[nH]nc(-c2ccc(Cl)cc2Cl)n1-c1ccc2c(c1)OCCO2	0.4%	11%	0%	4	-4%	-10%	2%	6%	1%	4%
COc1ccc2c(=O)c(Oc3ccc(C(=O)O)cc3)c(C(F)(F)F)oc2c1	-0.1%	13%	1%	-5	1%	-4%	-12%	?	3%	-23%
N=C(N)c1ccc(Cl)cc1	0.0%	-24%	11%	-5	2%	12%	2%	4%	-4%	-4%
Cc1ccc(NC(=O)c2cc(=O)c3ccccc3o2)cc1S(=O)(=O)N1CCCCC1	0.4%	10%	?	?	-3%	-3%	-5%	16µM*	-5%	-69%
CC(C)(C)OC(=O)NNC(=O)c1cccs1	0.1%	-7%	2%	10	-4%	2%	9%	?	/	13%
COc1cc(-c2ccc3oc(-c4ccsc4)c(C#CC4(O)CCCCC4)c3c2)cc(OC)c1OC	/	-20%	/	/	-1%	/	/	/	0%	-42%
COc1cccc(/C=C2/Sc3ccc(C(=O)NCCN4CCCC4)cc3NC2=O)c1	-0.2%	-18%	-2%	-1	-1%	?	2%	29%	-3%	-52%
COc1ccc(Cc2nc(-c3cccs3)no2)cc1	-0.3%	4%	3%	10	-1%	3%	-8%	?	6%	?
CN(C)C(=O)N1CCC(C(=O)NCc2ccccc2)CC1	0.0%	25%	1%	1	-1%	3%	-4%	?	6%	3%
COc1cc(C(=O)NCCCCc2ccccc2)cc(OC)c1OC	-1.9%	11%	1%	-2	-1%	-1%	/	-10%	-1%	-28%
COc1cnc(-c2ccccn2)nc1Oc1ccc(Cl)c2ccccc12	-0.3%	-38%	1%	/	-4%	18%	-5%	?	1%	-103%[inhibitor]
COc1ccc(-c2csc(N(CCCN(C)C)C(=O)c3ccccc3Cl)n2)cc1	/	-48%[inhibitor]	/	/	2%	/	/	/	4%	-70%[inhibitor]
COc1cccc(N2CCN(C(=O)c3ccc4nc(N5CCCCC5)sc4c3)CC2)c1	-0.4%	-21%	8%	-2	-8%	-7%	-8%	?	-4%	?
Cc1cc(F)ccc1NC(=S)NC1CCCC1	?	-18%	-4%	16	-8%	7%	0%	-20%	14%	5%
Cc1nnc(C)n1/N=C/c1cc2ccccc2nc1Cl	-0.1%	0%	8%	-1	-1%	7%	-3%	4%	1%	2%
CN(CC(=O)Nc1ccc(F)c(F)c1F)C(=O)CC1OC(=O)c2ccccc21 (centres undefined)	-0.2%	33%	3%	-1	-10%	/	1%	-10%	-1%	6%
COc1ccc(-c2nc(CS(=O)(=O)CC(=O)NCc3cccc(OC)c3OC)c(C)o2)cc1	0.3%	12%	6%	26	0%	/	/	?	8%	0%
COc1ccc(NC(=O)COc2ccc(N(C)S(=O)(=O)c3ccc(Cl)cc3)cc2)cc1OC	-1.4%	-39%	7%	0	-1%	/	-6%	?	2%	-45%
COc1ccc(CNC(=O)c2cc(-c3ccncc3)nc3c(C)cc(C)cc23)cc1OC	0.6%	-32%	1%	?	-1%	2%	10%	23µM*	-3%	-6%

Already shown: entries from further up.
smiles	B2AR arrestin	a7 integrin act	AT treatment	TRPV1 ag	TSG101-PTAP inh	MLL CXXC-DNA inh	p53 reactivation	ELG1 repair inh	TCR act	BRCA1 expr act
COc1ccc(N(C(C)C(=O)Nc2cccnc2)S(C)(=O)=O)cc1 (centres undefined)	-0.6%	-21%	-4%	2	1%	-5%	1%	11%	-5%	1%
Cc1cc(C(F)(F)F)nn1CC(=O)NNC(=S)NCC(C)C	0.1%	0%	0%	2	-5%	-25%	0%	4%	-4%	1%

Following part:
smiles	B2AR arrestin	a7 integrin act	AT treatment	TRPV1 ag	TSG101-PTAP inh	MLL CXXC-DNA inh	p53 reactivation	ELG1 repair inh	TCR act	BRCA1 expr act
O=C(NCc1ccc(F)cc1)c1cc(-c2ccco2)on1	0.3%	22%	9%	12	2%	17%	15%	?	11%	43%
CCc1cc(=O)oc2c(C)c(OCC(=O)N3CCC(C(=O)O)CC3)ccc12	0.1%	23%	-7%	-3	-3%	7%	11%	-5%	2%	3%
O=[N+]([O-])c1cc(S(=O)(=O)N2CCOCC2)ccc1N1CCCC1	0.5%	16%	35%	8	0%	14%	-4%	-16%	-7%	-10%
CCCCn1c(N)c(-c2nc3ccccc3s2)c2c([N+](=O)[O-])nn(C)c(=O)c21	-0.2%	41%	6%	23	-3%	-4%	6%	1µM*	0%	-42%
COc1ccc(C2c3cc(OC)c(OC)cc3CC3C(=O)OCC32)cc1OC (centres undefined)	/	-15%	/	/	2%	/	/	/	2%	12%
O=C(Nc1ccccc1)N1CCCCC1c1cccnc1 (centres undefined)	-0.4%	-6%	2%	3	-3%	14%	-5%	-9%	-13%	5%
CCO[C@H]1OC(C(=O)N2CCCCCCC2)=C[C@@H](c2coc3ccccc3c2=O)[C@@H]1CCCO	-1.0%	26%	12%	15	-4%	-6%	-4%	?	8%	-12%
CS(=O)(=O)c1ccc(-c2cccc(NC(=O)c3ccc(Br)o3)c2)nn1	0.2%	0%	14%	3	-4%	/	8%	-9%	-3%	-26%
CC(=O)c1cc(-c2ccccc2)n(CC(=O)Nc2ccc(C)c(C)c2)c1C	-0.9%	-19%	4%	-1	-1%	0%	1%	-8%	-1%[46.1 µM]	-34%
COc1ccccc1Nc1nc(-c2sc(NC(=O)c3ccccc3)nc2C)cs1	0.0%	1%	4%	14	/	-7%	7%	-10%	3%	76%
Oc1ccc(N=Cc2ccc(-c3cccs3)s2)cc1	?	-57%[inhibitor]	-5%	2	-2%	89%[activator]	?	?	9%	-70%
CSc1ccc(CN2CCN(S(=O)(=O)Cc3ccccc3)CC2)cc1	0.3%	-23%	-7%	19	/	-1%	-3%	-5%	-8%	-29%
C=CCn1c(O)c(N=NC(=O)CNC(=O)c2ccco2)c2ccccc21	-0.3%	-47%[inhibitor]	-1%	0	-2%	2%	12%	7%	2%[46.1 µM]	-46%
COc1ccc(NC(=O)c2ccc(N3C(=O)C4CC=C(Cl)CC4C3=O)cc2)cc1 (centres undefined)	-0.3%	-39%	15%	7	-4%	47%[activator]	2%	27%	/	-3%
CC(NC(=O)C1CCCC1)c1ccccc1 (centres undefined)	/	?	/	/	-6%	/	/	/	-4%	3%
Cc1cccc(-n2nnc(C(=O)Nc3ccc(F)cc3)c2N)c1	2.2%	2%	6%	0	-5%	-1%	?	?	2%	4.5µM*
O=C(CCS(=O)(=O)c1ccccc1Cl)NCc1ccc(F)cc1	0.4%	-8%	11%	?	2%	38%[activator]	2%	19%	9%	25%
NC(=O)c1ccc(Nc2ccc3c(c2)CCC3)c([N+](=O)[O-])c1	0.1%	5%	14%	-4	-1%	-1%	-3%	12µM*	1%	2%
CCCCNC(=O)C1CCC(CNS(=O)(=O)c2ccc(NC(C)=O)cc2)CC1 (centres undefined)	-1.7%	1%	-1%	1	2%	4%	-1%	-11%	1%[46.1 µM]	-2%
C=CCn1c(-c2cccn(Cc3ccc(Cl)cc3)c2=O)n[nH]c1=S	0.4%	16%	-3%	-2	-5%	3%	4%	-2%	3%	-20%
Cc1cccc(C(=O)Nc2c3c(nn2C(C)(C)C)CS(=O)(=O)C3)c1	-0.2%	?	8%	0	-5%	-1%	-2%	0%	-5%	1%
COC(=O)c1ccc(OC)cc1OCC(=O)N1CCN(c2ccc(F)cc2)CC1	-1.1%	7%	1%	2	-2%	5%	-1%	-9%	/	-6%
Cc1cc(NC(=O)CN2CCN(c3ccccn3)CC2)ccc1Br	0.4%	18%	0%	6	-2%	1%	-1%	-19%	0%	0%
O=C(COC(=O)c1ccc[nH]c1=O)Nc1cc(S(=O)(=O)N2CCCCC2)ccc1Cl	-0.3%	-97%[inhibitor]	-1%	0	0%	6%	4%	19%	5%	-21%
Cc1oc(/N=C/c2c(O)ccc3ccccc23)c(C#N)c1C	-0.2%	/	-4%	0	/	-3%	1%	3%	/	/
